NPC1 prom act: activates the NPC1 promoter. Huh7 NPC1 promoter luciferase reporter, 24 h. Potency, µM (series often up to 9.22 µM), for the others: at the top dose activation, actives largely listed as activators. actives 2.4% (n = 320,000). AID 485313;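 further: potency means the concentration at half of the fitted maximal effect; % of control where 0% means no effect; nearly all actives have a fitted effect of over 60% in size; reporter is driven by a mutant NPC1 promoter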
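Stably transfected Huh7 (NPC1 promoter→luciferase), 1500 cells/well in Opti-MEM + 10% FBS, 2 h settle, then compound 24 h at 37 °C. Luminescence after 10 min with Amplite reagent.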
Gal4-VP16 FLuc: Gal4-VP16 reporter inhibition counter-screen | AID 2546 | Potency, µM (doses to about 53.6 µM), inactives show at the top dose activity, negative = inhibition, usual class: inhibitors | actives 3.5% (n = 310,000) | Drosophila S2 Gal4-VP16 UAS-luciferase, luminescence, 20 h;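 further: Gal4-VP16 expression switched on by copper sulfate through the metallothionein promoter; potency means the concentration at half of the fitted maximal effect; on the % scale 0 is the no-effect control and ±100 the full control effect; nearly all actives have a fitted effect of over 50% in size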
RORg inh: inhibitors of mouse ROR gamma transcriptional activity; Drosophila S2 Gal4-RORgamma UAS-luciferase reporter, 20 h; AID 2551; actives 5.4% (n = 310,000); Potency, µM (highest dose often 53.6 µM), for inactives: at the top dose activity change, negative = inhibition, usual class: inhibitors; further: potency means the concentration at half of the fitted maximal effect; on the % scale 0 is the no-effect control and ±100 the full control effect; nearly all actives have a fitted effect of over 60% in size
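Schneider cells (Drosophila), stable Gal4 DBD–ROR gamma + UAS-luc; 1 hr cmpd preincubation; Cu2+ induction 700 uM final; 20 hr ambient; luminescence.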
Rab9 prom act: activates the Rab9 promoter | Huh7 Rab9 promoter-luciferase reporter, luminescence, 24 h | Potency, µM (highest dose often 9.22 µM), without a hit: at the top dose activation, negative = inhibition, hits mostly activators | actives 2.8% (n = 320,000); further: potency means the concentration at half of the fitted maximal effect; % of control where 0% means no effect; nearly all actives have a fitted effect of over 60% in size
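Steps: seed 1500 Huh7 Rab9-luc cells per well, rest 2 h at 37 °C; add compound in DMSO; incubate 24 h; add luciferase reagent, 10 min ambient; read luminescence.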
uPA generation: cell surface uPA generation inhibition. cell surface uPA generation assay, qHTS. Potency, µM (titrated, usually from 38.3 µM), for the others: at the top dose activity change, negative = inhibition, hits mostly inhibitors. actives 0.31% (n = 330,000). AID 540303; active means well fitted inhibition curve with a large enough effect; inconclusive means small, poorly fitted or top-dose-only effect; inactive means no such curve, though single readings can be large or run the other way; tested in mouse RAW 264.7 cells; further: potency means the concentration at half of the fitted maximal effect; on the % scale 0 is the no-effect control and ±100 the full control effect; nearly all actives have a fitted effect of over 55% in size
FBPA coupling cs: inhibits coupling enzyme system, counter-screen for aldolase hits; AID 2472; actives 0.67% (n = 290,000); coupling enzyme system counterscreen, AmpLite Red fluorescence; activity change, negative = inhibition, % at 58.2 µM, hits read low; in the data active means activity change below about -30%; further: on the % scale 0 is the no-effect control and ±100 the full control effect
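Activity here indicates interference with the coupling reaction, not aldolase inhibition. Compounds at 57.5 uM final met coupling enzymes for 10 min at RT; substrate and AmpLite Red detection followed, with a 525/598 nm fluorescence read after 20 min.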
Tb PFK inh: inhibitors of T. brucei phosphofructokinase; T. brucei PFK, ADP-Glo luminescence; Potency, µM (series often up to 57.5 µM), for the others: at the highest dose activity, negative = inhibition, actives largely listed as inhibitors; actives 0.17% (n = 330,000); AID 485367;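 further: potency means the concentration at half of the fitted maximal effect; 0% = uninhibited 1x PFK enzyme wells and -100% = no-enzyme wells; nearly all actives have a fitted effect of over 60% in size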
Target sequence (O15648 whole entry, looked up): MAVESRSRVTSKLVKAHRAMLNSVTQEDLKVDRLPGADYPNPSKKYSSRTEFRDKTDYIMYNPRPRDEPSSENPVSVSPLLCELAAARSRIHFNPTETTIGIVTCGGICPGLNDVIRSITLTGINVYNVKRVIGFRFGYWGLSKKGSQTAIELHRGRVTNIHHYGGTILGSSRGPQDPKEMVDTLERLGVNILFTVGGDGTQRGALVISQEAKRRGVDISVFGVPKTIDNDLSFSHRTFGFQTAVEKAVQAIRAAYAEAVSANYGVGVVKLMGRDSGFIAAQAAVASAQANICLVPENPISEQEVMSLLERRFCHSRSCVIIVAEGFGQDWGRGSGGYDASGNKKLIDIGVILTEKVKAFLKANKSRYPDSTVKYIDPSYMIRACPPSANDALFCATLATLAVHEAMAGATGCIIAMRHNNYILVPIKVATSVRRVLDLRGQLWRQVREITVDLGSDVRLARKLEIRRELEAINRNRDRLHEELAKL
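In TEA buffer at pH 8.0 with 5 mM MgCl2, enzyme (1.25 nM) converted F6P (0.5 mM) and ATP (0.1 mM) for 45 min at room temperature. ADP product was read by luciferase luminescence.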
ELG1 genotox: induces genotoxicity in HEK293T cells with luciferase-tagged ELG1 | actives 1.3% (n = 330,000) | Potency, µM (titrated, usually from 46 µM), for inactives: top-dose activity change, positive = activation, hits mostly activators | HEK293T ELG1-luciferase reporter, luminescence, 16 h; further: potency means the concentration at half of the fitted maximal effect; % of control where 0% means no effect; nearly all actives have a fitted effect of over 60% in size
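After overnight (16 hr) compound treatment at 37 °C, ELG1-luciferase HEK293T cells were lysed with ONE-Glo; luminescence quantified 30 min later at room temperature.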
Giardia kill: Giardia lamblia killing; Giardia lamblia trophozoite viability; activity change, % at 7.66 µM, hits read low; actives 0.15% (n = 340,000); in the data active means activity change below about -80%; inconclusive means between about -30% and that limit;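 further: parasites exposed to compound for two days anaerobically before the ATP read; on the % scale 0 is the no-effect control and ±100 the full control effect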
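Media and compound were dispensed first, then trophozoites at 100 cells/well; plates sat 48 hrs at 37 deg C without oxygen before ATP luminescence reagent was added and read after 15-30 min at room temperature.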
FLuc modulator: counter-screen for miR-21 project: firefly luciferase inhibitors or activators | actives 6.9% (n = 360,000) | P08659 | Potency, µM (series often up to 57.5 µM), for the others: at the highest dose activity change, negative = inhibition, actives largely listed as inhibitors | purified FLuc, Km substrates, luminescence inhibition | AID 588342;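 further: potency means the concentration at half of the fitted maximal effect; plate controls were vehicle for no effect and reference inhibitor for full effect; nearly all actives have a fitted effect of over 55% in size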
Target sequence (P08659 whole entry, looked up): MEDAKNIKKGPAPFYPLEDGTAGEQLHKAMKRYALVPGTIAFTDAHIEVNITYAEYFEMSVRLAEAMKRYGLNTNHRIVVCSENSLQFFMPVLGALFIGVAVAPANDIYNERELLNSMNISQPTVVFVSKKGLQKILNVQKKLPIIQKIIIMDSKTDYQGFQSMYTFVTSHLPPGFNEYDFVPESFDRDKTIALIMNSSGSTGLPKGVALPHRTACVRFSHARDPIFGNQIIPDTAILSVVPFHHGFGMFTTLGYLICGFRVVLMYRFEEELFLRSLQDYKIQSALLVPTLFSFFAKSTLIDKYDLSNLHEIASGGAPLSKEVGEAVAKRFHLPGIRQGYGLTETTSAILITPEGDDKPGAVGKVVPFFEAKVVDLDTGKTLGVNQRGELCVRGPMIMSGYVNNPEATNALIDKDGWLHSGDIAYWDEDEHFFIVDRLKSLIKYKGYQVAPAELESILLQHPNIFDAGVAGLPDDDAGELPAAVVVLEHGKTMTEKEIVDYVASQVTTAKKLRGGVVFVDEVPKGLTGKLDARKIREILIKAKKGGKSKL
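Purified P. pyralis luciferase, 10 nM final, with Km-level 10 uM D-luciferin and 10 uM ATP in 50 mM Tris acetate pH 7.5, 10 mM Mg acetate, 0.01% Tween-20, 0.05% BSA; 6-point qHTS titration about 60 µM downward; luminescence read.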
KCNH2 3.1 block: blocks the human KCNH2 3.1 channel isoform | U2OS KCNH2 3.1, thallium flux FluxOr; stronger effect = lower value | activity change, % (tested at about 1.8 µM) | actives 0.95% (n = 340,000) | AID 720553;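 active means maximum activity change below -70%; inconclusive means maximum activity change from -70% to -50%; inactive means maximum activity change above -50%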;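 further: thallium influx rate constant from kinetic fluorescence after stimulation buffer; on the % scale 0 is the no-effect control and ±100 the full control effect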
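Channel expression came from 3.1 mutant virus (1.77 x 10^8 /mL) applied to suspended U2OS cells for 4 h. Flux was tracked with FluxOr dye plus Red40 quencher, and kinetic rate constants normalized to controls.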
Numbers without * were called inactive; ? = inconclusive; · = not tested or not shown; & = joins results of further samples; [ ] = remark or other dose. Unless noted, the call rests on the fitted dose curve; in most records, active means well fitted curve in the direction sought with a large enough effect; inconclusive means small, poorly fitted or top-dose-only effect, or another doubt; inactive means no such curve, though single readings can be large; an effect the other way counts as inactive or inconclusive.

SMILES	NPC1 prom act	Gal4-VP16 FLuc	RORg inh	Rab9 prom act	uPA generation	FBPA coupling cs	Tb PFK inh	ELG1 genotox	Giardia kill	FLuc modulator	KCNH2 3.1 block
COC(=O)c1c(NC(=O)C(=O)NCCCN2CCOCC2)sc2c1CC(C)(C)OC2	-3%	-5%	-5%	-2%	3%	-1	3%	0%	29	0%	-9
Cc1cc2c(C)nc(Cc3ccccc3)nc2o1	0%	0%	34%	5%	-1%	1	1%	1%	-2	2%	4
CCC(=O)c1ccc(OCCn2cncn2)cc1	-4%	4%	26%	-7%	-1%	4	-9%	-5%	3	-5%	-16
CC1CCN(c2nnc(N)s2)CC1	2.2µM*	-7%	2%	1.3µM*	·	-1	-1%	?	6	4.3µM*	-2
c1ccc(-c2noc(CSc3nnnn3-c3ccccc3)n2)cc1	-1%	-8%	31%	4%	11%	-4	0%	-3%	-5	0%	-4
CN(CC(=O)Nc1ccc(OC(F)F)cc1)S(=O)(=O)/C=C/c1ccccc1	·	·	·	·	7%	·	-3%	-4%	-6	·	-48
COc1ccccc1CC(=O)N1CCCC1	0%	-1%	-1%	-8%	0%	2	14%	2%	-5	0%	-18
O=C(COC(=O)c1ccc([N+](=O)[O-])cc1)Nc1ccccc1C(=O)NC1CC1	·	·	·	·	4%	·	-1%	3%	-2	·	4
O=C(/C=C/c1cn(-c2ccccc2)nc1-c1cccnc1)N1CCCC1	-2%	-3%	5%	-2%	7%	1	11%	-13%	-6	?	-4
Cc1cccc(C(=O)NC(C)C(=O)NC(c2nc3ccccc3[nH]2)C(C)C)c1 (stereo unspecified)	1%	·	·	-3%	-3%	·	4%	1%	5	-4%	0
CN(C)c1ccc(S(=O)(=O)N2CCCCC2)cc1NC(=O)CN1C(=O)NC(C)(c2ccccc2)C1=O (stereo unspecified)	1%	·	·	0%	-1%	·	-24%	-5%	9	1%	21
CCOC(=O)c1cc(NC(=O)c2ccccc2)c(=O)oc1-c1ccccc1	0%	-4%	?	1%	-5%	4	-1%	-2%	12	-17%	0
COc1ccc(C(CCN2CCCC2)c2c(O)cc(OC)cc2OC)cc1 (stereo unspecified)	0%	-8%&5%	-3%&-2%	-4%	-21%	3&0	1%	4%	3&-11	0%	·
Cc1cc2nc(CSc3ccc(Cl)cc3)cc(=O)n2[nH]1	-2%	?	11µM*	-3%	-8%	-8	-2%	-6%	3	17µM*	15
Cc1c(NC(=O)Nc2ccc3c(c2)OCO3)cccc1[N+](=O)[O-]	3.2µM*	5%	-2%	?	-3%	·	1%	14%	1	?	-2
O=C(NCCc1ccc(Cl)cc1)c1cc(-c2ccncc2)nc2ccccc12	-1%	-12%	8%	-18%	19%	3	0%	-3%	-9	1%	-14
Cn1c(SCC(=O)NCc2ccccc2)nnc1C1CC1	0%	-2%	1%	-6%	-3%	1	-1%	-1%	-18	6%	3
CCC(C)Sc1nc(O)c(Cc2ccccc2)c(=O)[nH]1 (stereo unspecified)	0%	-2%	12%	-5%	7%	-1	-2%	0%	18	0%	-5
N#CN(Cc1ccccc1)Cc1ccccc1	0%	-18%	14%	-3%	-6%	-1	0%	0%	-9	-1%	-3
O=C(NCCc1csc(-c2ccc(Cl)cc2)n1)c1ccco1	-2%	-2%	?	0%	-7%	·	0%	-13%	2	-17%	3
COC(=O)c1sccc1NC(=O)CC1C(=O)NCCN1C(=O)c1ccccc1 (stereo unspecified)	-5%	1%	13%	-17%	-2%	4	-3%	1%	8	0%	8
O=C(c1cc2c(s1)-c1ccccc1S(=O)(=O)C2)N1CCCC1	10%	10%	-4%	11%	5%	-2	24%	0%	-15	?	5
O=C(C1CCCO1)N1CCN(c2c3c(nc4cc(-c5ccc(F)cc5)nn24)CCC3)CC1 (stereo unspecified)	1%	-14%	-4%	2%	15%	0	2%	0%	22	4.8µM*	-3
NNC(=O)c1nc[nH]c1C(=O)Nc1ccccc1[N+](=O)[O-]	-12%	-16%	?	0%	-3%	-4	2%	-2%	?	1%	-3
CCOC(=O)N1CCc2c(sc3nc[nH]c(=O)c23)C1	1%	1%	31%	-7%	24%	5	-11%	1%	-4	1%	-9
O=[N+]([O-])c1cc(-c2nnc(N3CCOCC3)c3ccccc23)ccc1N1CCOCC1	-1%	-11%	?	-8%	-6%	-1	7%	-12%	0	0%	-5
Nc1ncnc2c1ncn2[C@@H]1O[C@H](CNC(=O)[C@@H](N)COCc2ccccc2)[C@@H](O)[C@H]1O	·	·	·	·	12%	·	1%	17%	-5	·	11
COc1ccc(C(C)=O)cc1COC(=O)C1CCN(C(=O)c2ccc(Cl)cc2)CC1	·	·	·	·	?	·	10%	-1%	-11	·	-32
N#Cc1c(-c2ccco2)cc(C2CC2)nc1N	-3%	-1%	16%	-11%	·	-1	1%	0%	-10	-2%	-19
O=C(NCCCN1CCOCC1)c1ccc(N2CCCC2)c([N+](=O)[O-])c1	-4%	-5%	4%	-5%	2%	3	0%	6%	0	-2%	-1
O=C(NC1=NCCS1)c1ccc(Br)s1	3.5µM*	10%	2%	3.5µM*	·	-1	-4%	7.3µM*	0	7.6µM*	6
COc1ccccc1/C=C/C(=O)c1ccc(Cl)cc1	?	-5%	?	13%	·	-4	-1%	?	7	7.6µM*	-12
O=C(C(=O)N1CCc2ccccc2C1)c1cn(CC(=O)N2CCOCC2)c2ccccc12	4%	-6%	8%	-5%	0%	3	-3%	-1%	8	1%	-11
O=C(c1c(F)cccc1Cl)N1CCN(c2ccccn2)CC1	-3%	13%	-16%	2%	-9%	1	0%	2%	-7	2%	0
NC(=O)c1ccccc1NC(=O)c1ccc2c(c1)OCO2	1µM*	-4%	-33%	1.8µM*	?	-1	-2%	?	-14	7.6µM*	1
Cc1nn(C)c(C)c1S(=O)(=O)N1CCC(C(=O)NC(C)c2ccccc2)CC1 (stereo unspecified)	0%	-8%	-4%	-3%	11%	1	-1%	-1%	6	1%	1
Cc1ccnc(NC(=S)NC(=O)/C=C/c2ccccc2)c1	?	?	2.8µM*	?	0%	0	-2%	11%	-9	-19%	-5
O=c1cc(Nc2ccc3c(c2)OCCO3)[nH]c(=O)n1-c1ccc(Br)cc1	-2%	-11%	?	15%	15%	3	12%	-1%	-4	-1%	4
CCC(Cc1ccccc1)NC(=O)C1CCN(S(=O)(=O)c2ccc3c(c2)CC(C)N3C(C)=O)CC1 (stereo unspecified)	-6%	4%	41%	-8%	2%	-4	0%	-3%	4	-1%	-8
CCSc1nnc(-c2cc(Br)ccc2N=Cc2c(C)[nH]n(-c3ccccc3)c2=O)c(=O)[nH]1	-1%	?	40%	-3%	-3%	-1	-7%	0%	-10	?	-1
O=C(Cn1ncc2c(=O)oc3ccccc3c21)NCCN1CCN(c2ccccc2F)CC1	0%	1%	-9%	-8%	9%	3	2%	-3%	-1	1%	-5
Cc1ccc(-c2noc(CCC(=O)NC3CC3)n2)cc1	-3%	-2%	-2%	0%	2%	1	3%	?	8	0%	-5
CCN1CCN(C(=O)COCc2cc(-c3ccc4c(c3)OCO4)on2)CC1	16%	9%	19%	9%	4%	·	-3%	7%	5	-15%	14
CCOc1ccc(N2CC(C(=O)Nc3nnc(Cc4ccc(OC)cc4)s3)CC2=O)cc1 (stereo unspecified)	-36%[inhibitor]	24%	13%	6%	0%	-13	0%	-2%	-16	6%	-5
c1ccc2c(c1)nnn2-c1ncnc2sccc12	21%	10%	-5%	?	-7%	6	8%	-14%	2	-16%	9
COc1cc(S(=O)(=O)N2CCN(c3ccccc3F)CC2)c(OC)cc1Cl	-3%	4%	-6%	-8%	6%	-2	0%	0%	-6	-3%	-14
O=C(Nn1c(COc2ccccc2)nc2ccccc2c1=O)C(Cl)(Cl)Cl	-4%	?	?	0%	4%	4	5%	1%	-19	?	26
CCOc1cc(C)c(S(=O)(=O)NCc2ccccn2)cc1C	-7%	?	-30%[1.91 µM]	1%	1%	-1	1%	-7%	1	-2%	12
CCO[C@H]1OC(C(=O)N2CCN(C)CC2)=C[C@@H](C(C)(C)C)[C@@H]1CCCO	-2%	9%	17%	0%	6%	-2	-1%	1%	-12	0%	·
C=CC[C@H](CC(=O)N[C@H](CO)Cc1ccccc1)C(=O)N[C@@H](COC(=O)[C@@H](CC=C)CC(=O)OC(C)(C)C)Cc1c[nH]c2ccccc12	·	·	·	·	?	·	2%	-6%	-2	·	-23

Screens (PubChem)
